Screening data: PubChem, several laboratories
GDH-TPI inh: counter-screen for M. tuberculosis FBA inhibitors: GDH-TPI coupled enzymes. 360,000 compounds, 1.2% hits. GDH-TPI coupled enzyme counterscreen, NADH absorbance. inhibition, % at 4.8 µM; in the data active means inhibition above about 30%;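 further: 0% = DMSO wells and 100% = wells lacking the enzyme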
FadD28 binding: inhibitors of Mycobacterium tuberculosis FadD28 bisubstrate binding | inhibition, % at 12.5 µM | 360,000 compounds, 0.22% hits | FadD28 bisubstrate probe binding, fluorescence polarization | AID 588549; in the data active means inhibition above about 8.5%, passing the limit was not always enough
PfHsp40 yeast: restores yeast growth despite PfHsp40 toxicity | growth rescue, % at 12.5 µM | AID 504582 | S. cerevisiae expressing PfHsp40, growth rescue, ATP luminescence | 340,000 compounds, 0.68% hits; in the data active means growth rescue above about 28%, passing the limit was not always enough;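 further: yeast W303a lacking pdr1 and pdr3 grown in galactose medium; growth measured after three days at 30 °C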
BH1578 lux ind: quorum light induction in luxS cqsA deficient V. cholerae | V. cholerae BH1578 lux reporter, luminescence, 6 h | activation, % at 18.7 µM | 350,000 compounds, 0.16% hits; in the data active means activation mostly above about 9.7%, no sharp cut-off; further: not every result past the cut was called active; inactives centre near 0; reference of the scale not given here
Y pestis TopoI: inhibitors of Yersinia pestis topoisomerase I. Y. pestis Topo-I cleavage product accumulation, plate reader. activity, % at 10 µM. 360,000 compounds, 0.064% hits; in the data active means activity above about 50%, passing the limit was not always enough; further: inactives centre near 2
TcdB GH inh: inhibitors of Clostridioides difficile toxin B glycohydrolase. TcdB glycohydrolase enzymatic assay, plate reader. inhibition, % at 9.99 µM. 350,000 compounds, 0.24% hits; in the data active means inhibition above about 10%
Mtb BioA inh: BioA (M. tuberculosis) enzyme inhibition. purified M. tuberculosis BioA enzyme, plate reader. inhibition, % at 9.99 µM. 360,000 compounds, 0.096% hits. AID 602481; in the data active means inhibition above about 40%
UGM FP inh: inhibitors of M. tuberculosis UDP-galactopyranose mutase; P9WIQ1; purified UGM, fluorescence polarization probe displacement; inhibition, % at 10 µM; 320,000 compounds, 0.06% hits; AID 504406; in the data active means inhibition above about 10%, passing the limit was not always enough
FBA Mtb inh: inhibitors of M. tuberculosis fructose-bisphosphate aldolase; P9WQA3; purified M. tuberculosis FBA, fluorescence read-out; inhibition, % at 1 µM; 360,000 compounds, 2.3% hits; in the data active means inhibition above about 27%;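 further: 0% = vehicle and 100% = reference inhibitor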
* = called active by the depositor; i = inactive; nt = not tested or not shown; & = joins results of further samples.

SMILES,FBA Mtb inh,TcdB GH inh,UGM FP inh,Mtb BioA inh,GDH-TPI inh,FadD28 binding,BH1578 lux ind,Y pestis TopoI,PfHsp40 yeast
O=C(CSc1nccn1-c1ccc(F)cc1)Nc1ccc2c(c1)OCO2,-2,nt,-0.4,1.8,-3,-1.3,-0.7,5,2.8
COc1ccc(NC2=Nc3cccc4cccc2c34)cc1,-6,nt,0.5,nt,0,-0.7,-0.3,7,-0.6
O=C(Cc1ccccc1)N1CCN(S(=O)(=O)c2cccc([N+](=O)[O-])c2)CC1,3,1.3,2.6,nt,0,0.2,-0.3,1,-0.3
Cc1[nH]c2ccccc2c1C(=O)/C=C\c1ccccc1Cl,-3,nt,-1.6,nt,4,-6.9,-0.6,-9,-0.2
CCc1nnc(NC(=O)CSc2ccc(-c3ccc(C)cc3)nn2)s1,-6,1.5,-0.8,nt,-4,-3.1,-1.1,3,-0.6
CNC(=O)c1ccsc1NC(=O)CS(=O)(=O)c1ccc(Cl)cc1,0,1.7,3.0,-2.0,10,1.5,2.9,-6,-1.0
O=C(/C=C/c1ccc([N+](=O)[O-])cc1)NCCN1C(=O)S/C(=C\c2ccc(F)cc2)C1=O,1,-0.1,-0.8,0.1,1,-3.0,-2.1,-13,17
COc1ccc(C(NC(=O)C2C3C=CC(C3)C2C(=O)O)c2ccccc2)cc1 (configuration not stated),1,-0.3,-2.4,nt,3,0.6,0.0,-3,0.7
COc1ccc(-c2cc(-c3nnc(-c4ccncc4)o3)c3ccccc3n2)cc1,1,nt,-3.4,nt,0,-2.2,-0.2,2,-0.4
C#CCCCCCCC#CCN(C)C,-3,-0.2,0.5,nt,5,-1.8,-0.4,-3,-0.6
CC(=O)OCc1cc2cccc(C)c2[nH]c1=O,8,nt,-0.7,4.1,7,-0.6,0.5,7,0.2
COc1ccc(C(=O)NCC(=O)OCC(=O)c2c(C)[nH]c3ccccc23)cc1OC,3,nt,nt,-0.1,3,-0.2,0.6,7,-0.2
CC(C(=O)N1CCCCC1)N1CCN(S(=O)(=O)c2ccc(Cl)cc2)CC1 (configuration not stated),5,-0.5,-1.2,-2.0,9,-0.7,i,-3,1.0
O=S1(=O)CC(NCc2ccccc2)C(Nc2ccc(Cl)cc2)C1 (configuration not stated),3,nt,-4.1,-0.2,6,-3.3,-2.8,2,-1.0
Cc1ccc(NS(=O)(=O)c2ccc(C(=O)N3CCOCC3)cc2)cc1,-1,0.3,0.8,0.9,6,-1.1,i,-6,0.3
CCN(CC)S(=O)(=O)c1ccc(NC2c3ncccc3C(=O)N2Cc2ccccc2)cc1 (configuration not stated),-1,nt,-1.2,-0.3,-3,-3.1,i,6,-1.9
O=C(CC1C(=O)NCCN1Cc1ccc(-c2ccccc2)cc1)NCC1CC1 (configuration not stated),-2,1.9,-0.2,nt,9,-2.7,i,20,-1.3
O=C(Cn1nnc(-c2ccc(Cl)cc2)n1)NCc1ccco1,-4,1.0,7.8,nt,9,-0.4,i,4,-0.7
COc1ccc(CC(=O)NC(C)c2nnc(SCC(=O)c3ccc(Br)cc3)n2C)cc1 (configuration not stated),2,nt,0.8,-2.3,2,-3.6,-2.2,22,1.4
Cc1cc(Cl)ccc1OCCCC(=O)OCC(N)=O,0,-2.9,2.1,0.6,-3,-1.0,2.2,7,1.8
CN(C)c1cccc(C(=O)N(Cc2ccccc2)Cc2ccccc2)c1,9,1.7,-1.1,-1.6,1,-1.9,i,5,-1.1
CC(C)N(C)c1ncnc2c1ncn2[C@H]1CN(Cc2cccs2)C[C@@H](CO)O1,3,0.7,nt,-1.0,1,0.3,-0.4,-4,nt
CCOC(=O)c1ccc(NC(=O)CSc2nnc(CNC(=O)c3ccccc3F)o2)cc1,-3,1.2,-0.6,-3.8,7,-0.9,0.2,-6,0.4
O=C1C=Cc2cccc3ccc(O)c1c23,7,-2.5,nt,-3.4,16,-0.2,i,-3,11
CCOC(=O)C1CCCN(Cc2ccc(OCc3ccccc3)cc2)C1 (configuration not stated),4,1.2,1.4,-0.4,9,2.2,-0.7,27,0.2
Cc1cccc(OCC(=O)Nc2ccc(CN3CCOCC3)cc2)c1C,-1,1.1,-3.2,-0.9,-8,-0.8,0.9,4,0.1
CC1CN(C2CCCCC2)C(=S)NC1=O (configuration not stated),-1,0.2,nt,-0.6,1,-3.4,39*,-5,1.2
COc1cc(C(=O)N2CCN(c3ccccc3OC)CC2)c([N+](=O)[O-])cc1OC,0,-0.1,1.6,-0.4,9,-1.6,-0.2,8,-1.0
O=[N+]([O-])c1c(Nc2ccc(Br)cc2)ccc2nonc12,2,1.3,-1.3,-1.2,6,0.5,-0.6,2,-0.5
CC(=O)c1cccc(-n2c(CCC(=O)O)ccc2-c2cccs2)c1,0,0.9,1.8,3.9,6,0.3,-12,-6,1.5
O=C(NC1CC2CCCC(C1)N2)c1ccccc1 (configuration not stated),1,1.8,-1.5,-0.9,17,-3.6,-0.8,3,0.9
O=C(CN1C(=O)COc2ccc(Cl)cc21)N1CCc2ccccc21,1,nt,0.4,-0.5,0,-0.4,-5.6,7,0.6
O=C(NCc1nnnn1-c1ccc(F)cc1)c1ccc2c(c1)OCO2,1,1.4,nt,0.7,6,0.5,0.5,3,nt
CCOC(=O)Nc1ccc(S(=O)(=O)Nc2cc(C)on2)cc1,-2,nt,-4.8,0.5,-6,-4.0,-0.3,3,1.0
CC(c1ccccc1)N1C(=O)NC(NC(=O)c2cccnc2)(C(F)(F)F)C1=O (configuration not stated),-2,nt,1.4,-2.2,-10,-0.6,i,-4,0.7
CCOC(=O)C1CCCN(c2nc(C)nc3c2oc2ccccc23)C1 (configuration not stated),0,nt,-0.4,nt,3,-4.4,-0.3,28,1.7
O=C1C(Br)C2CCC1C2C(=O)O (configuration not stated),-2,0.5,nt,-0.4,-1,-2.8,i,6,nt
COc1cccc(CNc2nc3cc(-c4ccccc4)sc3c(=O)n2C)c1OC,3,-3.8,nt,-5.9,12,-0.9,-0.3,22,nt
CCOc1ccc(NC(=O)CN(C)C(=O)c2cn(-c3ccc(F)cc3)nc2-c2cccc(OC)c2)cc1OCC,-1,2.5,-2.8,-0.7,-6,-1.5,i,25,-0.7
CCOc1ccc(C(c2c(NC(=O)c3ccccc3)sc(C)c2C)N2CCN(C)CC2)cc1 (configuration not stated),2,0.9,0.9,nt,-5,-2.8,0.0,6,2.5

Part of the list above, with two lines to a compound:
Each structure is followed by: FBA Mtb inh | TcdB GH inh | UGM FP inh | Mtb BioA inh | GDH-TPI inh | FadD28 binding | BH1578 lux ind | Y pestis TopoI | PfHsp40 yeast
CCOC(=O)Nc1ccc(S(=O)(=O)Nc2cc(C)on2)cc1
→ -2 | nt | -4.8 | 0.5 | -6 | -4.0 | -0.3 | 3 | 1.0
CC(c1ccccc1)N1C(=O)NC(NC(=O)c2cccnc2)(C(F)(F)F)C1=O (configuration not stated)
→ -2 | nt | 1.4 | -2.2 | -10 | -0.6 | i | -4 | 0.7
CCOC(=O)C1CCCN(c2nc(C)nc3c2oc2ccccc23)C1 (configuration not stated)
→ 0 | nt | -0.4 | nt | 3 | -4.4 | -0.3 | 28 | 1.7
O=C1C(Br)C2CCC1C2C(=O)O (configuration not stated)
→ -2 | 0.5 | nt | -0.4 | -1 | -2.8 | i | 6 | nt
COc1cccc(CNc2nc3cc(-c4ccccc4)sc3c(=O)n2C)c1OC
→ 3 | -3.8 | nt | -5.9 | 12 | -0.9 | -0.3 | 22 | nt
CCOc1ccc(NC(=O)CN(C)C(=O)c2cn(-c3ccc(F)cc3)nc2-c2cccc(OC)c2)cc1OCC
→ -1 | 2.5 | -2.8 | -0.7 | -6 | -1.5 | i | 25 | -0.7

Further records follow:
SMILES,FBA Mtb inh,TcdB GH inh,UGM FP inh,Mtb BioA inh,GDH-TPI inh,FadD28 binding,BH1578 lux ind,Y pestis TopoI,PfHsp40 yeast
Cc1cc2ccccn2c1C(=O)c1ccc(N/N=C/c2ccc(C(=O)O)cc2)c([N+](=O)[O-])c1,5,-0.9,nt,nt,24,-0.7,i,-2,-0.4
CCOC(=O)C1CCN(S(=O)(=O)c2ccc3c(c2)CC(=O)N3)CC1,-2,-0.3,0.4,-1.1,7,-3.7,-0.1,6,-0.9
O=C(NCCCCc1ccccc1)c1ccccc1Br,1,1.6,0.0,3.7,3,-1.2,-0.9,3,nt
CCCCOc1ccc(C2=CSC3=NCCN23)cc1[N+](=O)[O-],0,0.3,-7.6,1.2,7,-2.4,-0.5,2,0.2
NS(=O)(=O)c1cccc(NC(=O)CC23CC4CC(C2)CC(CC(=O)Nc2cccc(S(N)(=O)=O)c2)(C4)C3)c1,1,1.7,0.8,-2.1,15,1.2,-0.9,-11,nt
Cc1cccc(CN2CCN(Cc3ccco3)CC2)c1,0,0.9,-2.8,-1.0,5,-2.4,-0.4,-5,0.1
O=C1SC(c2ccccc2)=N/C1=C/c1ccco1,-3,nt,1.2,-1.4,11,0.2,i,2,19
O=C(N/N=C/c1cccc(Oc2ccccc2)c1)c1ccccc1Br,0,5.6,0.7,-6.0,-2,0.7,i,-6,0.0
C=CC[n+]1c(-c2ccc(C)cc2)csc1Nc1ccc(NC(C)=O)cc1,-1,0.1,nt,nt,-9,-4.0,-0.2,29,1.8
CCOC(=O)C(C(C)=O)c1c(Br)c(O)c(O)c2c(C(=O)c3ccc(C)cc3)coc12 (configuration not stated),-3,nt,-1.4,-0.2,5,-0.6,-2.2,11,4.8
C[C@H](CO)N1C[C@H](C)[C@@H](CN(C)S(=O)(=O)c2ccccc2F)Oc2ncc(C#Cc3cccnc3)cc2C1=O,0,0.2&-0.4&0.5,nt,0.8&-1.2&-0.3,5,-2.3,-2.1,30,nt
CCOc1ccc(Cn2nnc(C(=O)Nc3cc(OC)cc(OC)c3)c2N)cc1,1,1.6,2.4,-0.2,6,-2.4,-0.3,9,0.1
COc1ccc(CN2Cc3cnnn3-c3ccccc3C2C)cc1 (configuration not stated),-3,0.8,nt,1.4,1,-3.2,-0.7,-1,1.2
CC1CN(c2nc(-c3ccc(Br)cc3)nnc2-c2ccccc2)CC(C)N1 (configuration not stated),-2,nt,1.4,0.8,1,-4.3,6.5,-7,-0.4
CCCCN=c1scc(-c2ccc3c(c2)NC(=O)CO3)n1N=C1CCCC1,-2,1.2,-0.1,-0.6,3,-2.6,-1.0,-1,-0.9
CCc1sc(C(=O)Nc2ccc(N3CCOCC3)cc2)cc1C,-2,1.7,4.9,-0.8,12,-2.7,i,19,1.6
O=C(C[C@H]1C/C=C\CC[C@H](Cc2ccc(F)cc2)C(=O)OC[C@H]2CCCN2C1=O)N[C@H](CO)Cc1ccccc1,1,1.6,nt,1.2,-1,-3.7,1.0,26,-1.3
CN1CCN(c2nc3c(c(=O)[nH]c(=O)n3C)n2Cc2cccc3ccccc23)CC1,0,0.8,5.1,2.5,-1,-2.4,0.4,10,-0.9
COc1cc(/C=N/n2cnnc2)ccc1OCCOc1ccccc1,2,nt,1.0,-6.8,16,-3.2,i,3,-1.2
CCN(CC)c1ccc(C2NC(=O)NC(C)=C2C(=O)Nc2ccccc2)cc1 (configuration not stated),2,-0.2,2.1,0.2,6,1.0,nt,-2,0.8
CCOC(=O)NC(Cc1c[nH]c2ccccc12)C(=O)NCCc1ccc(S(N)(=O)=O)cc1 (configuration not stated),-2,0.4,0.1,0.4,-9,0.3,-0.5,-2,nt
CCCCn1c(SCC(=O)NC2CCCC2)nc2ccccc2c1=O,0,0.0,1.3,nt,5,-1.5,-0.4,2,1.1
COc1ccc(F)cc1S(=O)(=O)N1CCCC(C)C1 (configuration not stated),1,nt,-0.1,0.0,-4,0.4,i,3,-1.7
CCOc1cc(C(=S)N2CCN(C)CC2)ccc1OCC(=O)N1CCOCC1,-6,nt,0.2,nt,-9,-4.2,-1.4,-2,0.3
O=C(NCCc1cccs1)c1ccc(Cl)cc1,5,0.8,-1.0,nt,-12,-2.2,-0.4,5,-1.1
